Screening results deposited in PubChem BioAssay by National Center for Advancing Translational Sciences (NCATS).
FLuc inh – blocks purified firefly luciferase enzyme activity; AID 1347043; purified P. pyralis luciferase, luminescence, biochemical; 2.5% of 76,000 active; Potency, µM (doses to about 115 µM), for the others: top-dose activity change, negative = inhibition, usual class: inhibitors; also: potency is read from the fitted curve at half-maximal effect; nearly all actives have a fitted effect of over 65% in size
Target sequence (P08659 whole entry, looked up): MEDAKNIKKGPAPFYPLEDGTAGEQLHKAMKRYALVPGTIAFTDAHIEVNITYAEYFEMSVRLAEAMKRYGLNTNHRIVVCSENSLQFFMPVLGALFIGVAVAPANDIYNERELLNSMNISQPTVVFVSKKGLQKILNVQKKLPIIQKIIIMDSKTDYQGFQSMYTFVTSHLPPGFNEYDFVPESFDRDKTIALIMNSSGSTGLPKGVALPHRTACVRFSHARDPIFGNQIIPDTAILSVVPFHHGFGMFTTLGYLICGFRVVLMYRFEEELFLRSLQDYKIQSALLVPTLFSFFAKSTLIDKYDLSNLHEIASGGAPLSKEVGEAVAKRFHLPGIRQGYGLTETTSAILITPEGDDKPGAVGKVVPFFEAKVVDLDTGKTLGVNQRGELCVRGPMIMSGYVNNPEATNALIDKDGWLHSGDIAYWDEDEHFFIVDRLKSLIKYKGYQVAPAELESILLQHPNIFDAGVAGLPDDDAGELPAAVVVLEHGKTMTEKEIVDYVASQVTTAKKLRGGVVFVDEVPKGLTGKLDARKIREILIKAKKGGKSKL
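Cell-free enzyme assay, 10nM P. pyralis luciferase, luciferin and ATP each at 10uM. Inhibition profiled over a 6-point titration, read as luminescence.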
NIH3T3 tox – NIH 3T3 cell cytotoxicity | AID 1345082 | NIH 3T3 viability, CellTiter-Glo ATP luminescence, 48-72 h | 4.3% of 94,000 active | Potency, µM (series often up to 96.7 µM), for inactives: at the highest dose activity change, negative = cytotoxicity, most hits filed as inhibitors; also: potency is read from the fitted curve at half-maximal effect; nearly all actives have a fitted effect of over 55% in size
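Cytotoxicity is measured as loss of cellular ATP: NIH 3T3 cells (400/well) are exposed to compound for 48 or 72 hr at 37 °C, then CellTiter-Glo luminescence is imaged after 10 min at room temperature.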
GPT2 inh – GPT2 alanine aminotransferase inhibition; Q8TD30; AID 1671188; Recombinant GPT2, coupled pyruvate oxidase/HRP Amplex Red fluorescence; Potency, µM (titrated, usually from 57.7 µM), for the others: at the highest dose activity change, negative = inhibition, usual class: inhibitors; 0.25% of 100,000 active; also: potency is read from the fitted curve at half-maximal effect; nearly all actives have a fitted effect of over 60% in size; many of its hits are not listed in these tables
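GPT2 10ng/uL, a-KG 250uM, L-Ala 2mM, HEPES pH7.5 + 0.0001% Tween; 30 min RT. Then Amplex mix (PO/HRP/ThPP), 30 min RT dark, fluorescence. AOA 50uM used as positive control.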
HEK cytotox – HEK 293 cell cytotoxicity | HEK 293 viability, ATP luminescence (CellTiter-Glo), 48-72 h | Potency, µM (doses to about 115 µM), inactives show at the top dose activity change, negative = cytotoxicity, most hits filed as inhibitors | 6.6% of 94,000 active | AID 1345083; also: potency is read from the fitted curve at half-maximal effect; nearly all actives have a fitted effect of over 60% in size
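HEK 293 cells at 250 cells/well were exposed to compounds by pintool transfer for 48 or 72 hr at 37 degree Celsius, 5% CO2. Viability was read as ATP-coupled luminescence with CellTiter-Glo after 10 min at room temperature.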
IP6K1 inhibitor – IP6K1 kinase inhibition | Q92551 | IP6K1 kinase, ADP-Glo luminescence, 2 h; stronger effect = lower value | activity change, % (series mostly up to about 58 µM) | 0.81% of 140,000 active | AID 1645851; in the data active = activity change below about -25%
Target sequence (Q92551 whole entry, looked up): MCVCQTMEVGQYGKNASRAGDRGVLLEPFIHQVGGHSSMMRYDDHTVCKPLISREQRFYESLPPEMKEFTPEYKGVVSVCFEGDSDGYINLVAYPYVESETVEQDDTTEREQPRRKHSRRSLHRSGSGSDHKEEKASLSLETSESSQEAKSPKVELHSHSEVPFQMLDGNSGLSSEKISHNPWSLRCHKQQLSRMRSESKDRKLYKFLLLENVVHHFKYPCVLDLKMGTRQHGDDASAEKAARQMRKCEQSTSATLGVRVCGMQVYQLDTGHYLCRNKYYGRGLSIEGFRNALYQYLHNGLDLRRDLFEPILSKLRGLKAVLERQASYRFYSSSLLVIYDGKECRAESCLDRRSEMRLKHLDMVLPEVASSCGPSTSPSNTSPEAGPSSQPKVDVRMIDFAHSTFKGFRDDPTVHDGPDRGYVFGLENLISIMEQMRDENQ
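ADP-Glo luminescence measures ADP made by human IP6K1 during a 2 h RT reaction with ATP/IP6 (mix at 1.3 mM/130 uM); top library doses 57.5 and 19.1 uM final.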
SNCA expr inh – inhibitors of alpha-synuclein (SNCA) gene expression | HEK-293 SNCA-luciferase knock-in, luminescence, 24 h | Potency, µM (series often up to 57.2 µM), for inactives: top-dose activity change, negative = inhibition, usual class: inhibitors | 0.17% of 140,000 active | AID 1671194;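 also: potency is read from the fitted curve at half-maximal effect; plate controls were DMSO cells for no effect and cell-free wells for full effect; nearly all actives have a fitted effect of over 45% in size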
HEK293 viab – counter-screen for SNCA expression inhibitors: cell viability; HEK-293-SNCA-luc viability, GF-AFC fluorescence, 24 h; Potency, µM (series often up to 57.1 µM), without a hit: at the highest dose activity change, negative = cytotoxicity, hits mostly cytotoxic; 0.12% of 150,000 active; AID 1671193;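 also: potency is read from the fitted curve at half-maximal effect; 0% = DMSO-treated cells and -100% = medium-only wells without cells; nearly all actives have a fitted effect of over 30% in size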
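Cytotoxicity counterscreen: after 24 h compound treatment of genome-edited SNCA-luciferase HEK-293 cells, live-cell protease substrate GF-AFC read by fluorescence after 30 min; activity scaled between DMSO (0%) and medium-only (-100%), curves Hill-fitted.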
An asterisk follows results filed as active; i = inactive; u = inconclusive; x = no result given; [ ] = remark or other dose. Unless noted, calls follow the shape of the dose curve; as a rule, active = well fitted curve in the direction sought with a large enough effect; inconclusive = small, poorly fitted or top-dose-only effect, or another doubt; inactive = no such curve, though single readings can be large; an effect the other way counts as inactive or inconclusive. Unless noted, % is scaled to controls: 0 for no effect and ±100 for the full control effect.

SMILES | FLuc inh | NIH3T3 tox | GPT2 inh | HEK cytotox | IP6K1 inhibitor | SNCA expr inh | HEK293 viab
CC1(C)C2CC[C@@]34CC(CC[C@H]3[C@]2(C)CC[C@@H]1O[C@@H]1O[C@H](CO)[C@@H](O)[C@H](O)[C@H]1O)[C@](C)(O)C4 (some centres undefined) | x | x | i | x | -14 | x | -1%[23.9 µM]
CCn1c(=O)c2sccc2n2c(CCC(=O)N3CCN(c4ccc(C(C)=O)cc4)CC3)nnc12 | x | x | x | x | 4 | 0% | 9%
CCOC(=O)[C@H]1CN(C(=O)c2ccc3c(c2)OCCCO3)[C@]2(C)C(=O)N(CCOC)c3ccccc3[C@H]12 | x | -26% | x | u | -8 | x | x
O=C(N[C@H]1CCOC[C@H]1C1CCOCC1)c1ccoc1 | -1% | 1% | -9% | -5% | -1 | -8% | -2%
O=C(c1ccc(C(F)(F)F)cc1)N1CCCC2(CC(c3ccccc3)=NO2)C1 (centres undefined) | x | i | i | -13% | -6 | 23% | 3%
CCN(CC)C(=O)c1c(-c2ccccc2)noc1[C@H](C)O | -5%[230 µM] | i | -8%[88.5 µM] | -16%[230 µM] | -3 | -5%[87.6 µM] | -5%[87.6 µM]
CCn1c(=O)c2ccnn2c2ccc(C(=O)NCc3ccccc3)cc21 | 2% | u | u | u | 33 | -4% | -1%
COCC(=O)N1CC(C(=O)N2CCCCC2)[C@H](c2ccncc2)C1 (some centres undefined) | 2% | i | -9% | i | -1 | 7% | 2%
Cc1ccc(C(=O)N2CCN(c3cc(-c4ccc(Cl)cc4)[nH]n3)CC2)c(C)c1 | 3% | u | i | u | 0 | -45% | -18%
COCCc1nncn1C1CCN(S(=O)(=O)c2ccc(Cl)cc2)CC1 | -1% | 4% | -6% | 21% | 4 | -1% | 1%
Cc1ccc(N2CCN(C(=O)c3c4c(nc5ccccc35)C(=O)N(C3CCCCC3)C4)CC2)c(C)c1 | x | x | x | x | 2 | 8% | -7%
O=C(NCCCc1ccccc1)c1ccc2nnc(-c3cc(F)ccc3F)n2c1 | x | u | -5% | u | 8 | -27% | 10%
CN(CCc1ccccn1)c1ccc(-c2nc(COc3ccccc3)no2)cn1 | 8.9µM* | u | u | 35µM* | 11 | 63%[activator] | -16%
CCCCOc1ccccc1NC(=O)Cn1c(-c2cncs2)nc2ccccc21 | x | x | x | x | -3 | 9% | 7%
CC(C)(CC1Cc2ccccc2C1)NC(=O)C1CC2(CCNCC2)CN1 (centres undefined) | -18% | 32µM* | -29% | 25µM* | 1 | 6% | -28%
CCn1cc(C(=O)NCCc2ccc(C)cc2)c(=O)c2cc(S(=O)(=O)N(C)C)ccc21 | x | x | x | x | 2 | -2% | -3%
Cc1ccc(C(=O)N2CCC3(CC2)NC(=O)N(c2ccc(F)cc2)N3)cc1 | 12% | u | u | u | -15 | -30% | -9%
O=C(c1cccs1)N1CC[C@@H]2[C@@H](CCC(=O)N2CCc2cnc[nH]2)C1 | -1% | i | i | 1% | 5 | 3% | 0%
CC(C)CNC(=O)N1CC[C@H]2C(=O)NCCCCCCN(Cc3ccncc3)[C@@H]2C1 | -5% | -3% | -11% | -29% | -1 | 8% | -1%
CCOc1ccccc1NC(=O)C(C)Sc1nc2c(c(=O)[nH]1)CCCC2 (centres undefined) | x | x | x | x | -7 | 12% | -11%
CCOC(=O)c1c(NC(=O)Cc2coc3ccc(CC)cc23)sc2c1CCC2 | x | x | x | x | -11 | 1% | 5%
O=C(N[C@@H]1CN(C(=O)Nc2ccccc2)CCC[C@H]1O)c1ccc(O)cc1 | u | -21%[138 µM] | i | -2%[172 µM] | 20 | 10%[87.6 µM] | -12%[87.6 µM]
O=C(CCS(=O)(=O)c1ccccc1)N[C@H]1[C@@H]2CCO[C@@H]2[C@@H]1C1CCCC1 | 6% | -2% | i | 0% | 5 | -12% | 6%
OCc1ccc(CN2Cc3[nH]cnc3C[C@H]2c2nc(-c3ccc4ccccc4c3)no2)o1 | u | 79µM* | 5%[88.5 µM] | 79µM* | 5 | 4%[87.6 µM] | -13%[87.6 µM]
CC(C)NC(=O)N(C1CC1)C1CCOC2(CCN(C(=O)C3CC3)CC2)C1 (centres undefined) | x | -10% | i | -1% | -3 | 9% | 0%
CCOc1nccnc1NC1CCN(C(=O)c2cccnc2)CC1 | 2% | 4% | -4% | 7% | 0 | -3% | 5%
CC(=O)NC[C@H]1CCN(S(=O)(=O)c2ccc3c(c2)CCC3)C[C@H]1N(C)C | 2% | -13% | i | -30% | 3 | 24% | -3%[12.5 µM]
COCCNC(=O)[C@@H]1C[C@H](Oc2ccccc2)CN1C(=O)Cc1cccc(F)c1 | 7% | 0% | u | 2% | 17 | u | 7%
O=C(NCCN1CCCCC1)C1CCc2ncc(-c3ccc(F)cc3)n2C1 (centres undefined) | -3% | -9% | 2% | u | 10 | u | -3%
O=C(NC1CCN(CCn2nc3n(c2=O)CCCC3)C1)c1ccc2c(c1)OCO2 (centres undefined) | x | -6% | x | i | 1 | x | x
Cc1noc(C)c1S(=O)(=O)N1CCC2(CC1)c1[nH]c3ccccc3c1CCN2C | 5% | -22% | i | -20% | 10 | 16% | 7%[12.5 µM]
CCCCC(=O)N(c1ccc2oc(C)c(C(C)=O)c2c1)S(=O)(=O)c1ccc(F)cc1C | x | x | x | x | 9 | 18% | -2%
CCOC(=O)[C@H](CCc1ccccc1)CC1(C(=O)N[C@H]2CCc3ccccc3N(CC(=O)O)C2=O)CCCC1 | x | x | -1% | x | 10 | x | -19%
O=C1NC2(CCN(Cc3cccc4ccccc34)C2)OCc2ccccc21 (centres undefined) | -7% | u | -4% | u | 24 | 10% | -3%
COCCOCC(=O)N1CC2CC(C1)[C@H]1CCCC(=O)N1C2 (some centres undefined) | 12% | i | -6% | 5% | 17 | -17% | 8%
Cc1ccc(C)c(CSc2cn(CC(=O)N3CCCCCC3)c3ccccc23)c1 | x | x | x | x | -6 | 10% | -1%
O=C(CC(c1cccc([N+](=O)[O-])c1)c1c[nH]c2ccccc12)NCCc1ccccc1 (centres undefined) | -15% | 25µM* | i | 32µM* | -6 | -2% | u
Cc1cc(C)cc(NC(=O)CSc2nc3sc4c(c3c(=O)[nH]2)CCCC4)c1 | x | x | x | x | 7 | 5% | 5%
CCOc1ccccc1CNC(=O)C1CCN(C(=O)N2CC(CC)Oc3ccc(C)cc32)CC1 (centres undefined) | x | x | x | x | -11 | u | -25%
Cc1noc(C)c1S(=O)(=O)N1CCCC(Cc2nncn2CC2CC2)C1 (centres undefined) | 6% | -19% | i | 0% | -4 | -9% | -4%
O=C(O)c1cc(O)c(O)c(O)c1 | x | x | u | x | -28* | -42%[25.6 µM] | 6%[23.9 µM]
CC(C)CN1CCN(C(=O)CCC[C@H]2NC[C@@H]3C[C@H]2CN(Cc2ccccc2)C3)CC1 | -9% | 2% | 0% | -3% | -13 | -19% | -23%
COCc1nnc([C@@H]2CC(F)(F)CN2Cc2ccc(OC)cc2)o1 | 2% | -2% | i | -2% | 20 | -7% | -3%
O=C(Nc1ccc2c(c1)OCCO2)N1CCC(N2CC3CC(C2)[C@H]2CCCC(=O)N2C3)CC1 (some centres undefined) | u | -2% | u | -2% | 3 | 29% | 7%
O=S1(=O)NC2(CCCN(Cc3ccc(Cl)cc3)C2)COc2ccccc21 (centres undefined) | x | 45µM* | 3% | u | 14 | 7% | -24%
CCn1c(C(=O)NCc2cccc(Br)c2)cc2oc3ccccc3c21 | x | x | x | x | 4 | 10% | 2%
COc1ccc(-c2cnc(NC(=O)Cc3ccc(F)cc3)c3c2CCO3)cn1 | -17%[172 µM] | u | i | u | -7 | 48%[activator][87.6 µM] | 6%[87.6 µM]
CC(C)S(=O)(=O)N1CCC2(CC1)CC(N1CCN(c3ccccn3)CC1)CCO2 (centres undefined) | 0% | -11% | u | u | -1 | -14% | 4%
COc1ccc(NC(=O)NCCn2nnc3cc(S(=O)(=O)N(C)C)ccc32)cc1 | x | x | x | x | 3 | 22% | 0%
Cc1ccccc1NC(=O)Nc1cccs1 | x | x | x | x | -3 | 34%[activator] | 6%
O=C(C1CCCC1)N1Cc2ccccc2CC2(CCCN(CC3CCNC3)C2)C1 (centres undefined) | x | u | i | u | 7 | u | u
COc1ccc(-c2cc(N3CCCN(C(=O)C4CCN(C(=O)c5ccccc5)CC4)CC3)n[nH]2)cc1 | -6% | -24% | u | -14% | 7 | -4% | -17%
Cc1cc(C)cc(C(=O)n2nc(C)c(S(=O)(=O)N3CCCCCC3)c2C)c1 | x | x | x | x | -11 | u | -11%
Cc1noc(C)c1-c1cnc2[nH]cc(CC(=O)N3CCOCC3)c2c1 | 6%[172 µM] | u | i | u | -10 | 40%[activator][87.6 µM] | -11%[87.6 µM]
O=C(Nc1ccc(F)cc1)C1CCCN(c2nc3ncccc3o2)C1 (centres undefined) | -7%[172 µM] | -21%[138 µM] | -15%[88.5 µM] | -14%[172 µM] | 7 | u | -4%[87.6 µM]
COc1ccccc1N1CCN([C@@H]2[C@H](O)[C@H](CO)O[C@@H]2CNC(=O)c2ccc(F)c(Cl)c2)CC1 | 0% | -1% | -12% | i | -10 | -27% | -1%

Some of the compounds tested, so the mix of outcomes need not match the whole.
